PABP1 MLLE inh: blocks PAM2 peptide binding to the PABP1 MLLE domain. GST-MLLE / FITC-PAM2 fluorescence polarization. inhibition, % at 20 µM. hit rate 0.36% among 360,000; in the data active = inhibition above about 35%, passing the limit was not always enough;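 also: plate controls were DMSO wells with GST-MLLE for no effect and wells lacking GST-MLLE protein for full effect; some results filed as inactive read as strong as hits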
Neddyl block: blocks human cullin neddylation; P61081+Q13564; TR-FRET cullin neddylation, biochemical; calls only at 25 µM; hit rate 0.58% among 360,000; in the data active = inhibition above about 36%
CendR NRP1 mod: NRP-1/CendR interaction modulation. AID 602438. inhibition, % at 25 µM. FAM-RPARPAR peptide binding to NRP-1, fluorescence polarization. hit rate 0.85% among 360,000;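 active = inhibition or corrected inhibition above about 18%, plus a signal ratio from 0.5 to 1.5, limit read from the data, passing the limit was not always enough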; also: strong numbers were not always called active
Rin1-Abl PPI inh: inhibitors of human Rin1-Abl protein interaction | P00519+Q13671 | TR-FRET Rin1/Abl binding, biochemical | inhibition, % at 7.35 µM | hit rate 0.4% among 360,000 | AID 588664; in the data active = inhibition above about 5%, passing the limit was not always enough
MT1-MMP act inh: inhibitors of human MT1-MMP activation; hit rate 0.061% among 360,000; HT1080 RFP-PRO-GFP cells, GFP/RFP ratio fluorescence, overnight; percent of plate control window, DMSO zero; GFP/RFP ratio change, % at 20 µM;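 active = GFP/RFP ratio change of at least 30% with cell ATP level not reduced by more than half and red fluorescence within 50% of control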; also: strong numbers were not always called active
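Compound: 20 µM single dose, 1% DMSO / System: HT1080 RFP-PRO-GFP cells / Controls: DMSO and RFP-L50D-GFP cell wells / Read-out basis: GFP/RFP fluorescence ratio / Schedule: overnight compound exposure at 37 °C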
FAS-TE inh: FAS thioesterase (human) inhibition; hit rate 0.67% among 360,000; P49327; recombinant FAS-TE, OMFH fluorogenic substrate, fluorescence endpoint; inhibition, % at 15 µM;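 active = compounds whose normalised, plate-corrected inhibition of enzyme fluorescence in the single-dose primary screen is 50% or more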;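 also: 0% = DMSO with enzyme and 100% = substrate without enzyme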
eLon inh: E. coli protease La inhibition; hit rate 0.42% among 360,000; inhibition, % at 7.94 µM; P0A9M0; purified E. coli Lon protease, fluorescence polarization; in the data active = inhibition above about 13%, passing the limit was not always enough;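 also: 0% = enzyme with probe and DMSO and 100% = no enzyme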
Target sequence (P0A9M0 whole entry, looked up): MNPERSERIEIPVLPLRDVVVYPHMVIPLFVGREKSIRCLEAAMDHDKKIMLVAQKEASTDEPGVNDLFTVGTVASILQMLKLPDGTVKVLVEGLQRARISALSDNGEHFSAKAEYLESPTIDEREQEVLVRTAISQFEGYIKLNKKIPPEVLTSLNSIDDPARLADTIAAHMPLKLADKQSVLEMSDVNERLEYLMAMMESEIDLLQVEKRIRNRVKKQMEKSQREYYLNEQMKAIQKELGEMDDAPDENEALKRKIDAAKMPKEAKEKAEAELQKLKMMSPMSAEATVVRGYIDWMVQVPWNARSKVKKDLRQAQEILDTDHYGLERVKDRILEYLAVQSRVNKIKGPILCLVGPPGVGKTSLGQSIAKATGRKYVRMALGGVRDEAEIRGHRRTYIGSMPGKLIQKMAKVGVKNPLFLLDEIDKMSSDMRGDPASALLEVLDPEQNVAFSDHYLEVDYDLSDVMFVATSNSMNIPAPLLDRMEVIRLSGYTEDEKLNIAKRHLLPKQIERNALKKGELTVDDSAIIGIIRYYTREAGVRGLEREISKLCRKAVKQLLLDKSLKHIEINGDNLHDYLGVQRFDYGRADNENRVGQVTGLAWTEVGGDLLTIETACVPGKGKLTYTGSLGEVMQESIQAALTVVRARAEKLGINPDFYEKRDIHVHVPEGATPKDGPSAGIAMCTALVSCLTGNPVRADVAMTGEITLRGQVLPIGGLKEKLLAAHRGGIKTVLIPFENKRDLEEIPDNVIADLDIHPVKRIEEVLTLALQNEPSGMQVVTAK
SKN-1 inh: inhibitors of C. elegans SKN-1. C. elegans VP596 Pgst-4::GFP/RFP ratio, acrylamide-induced, 24 h. inhibition, % at 21.8 µM. hit rate 0.49% among 360,000;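 active = interference check ratio from 0.5 to 1.5 plus GFP to RFP signal ratio inhibition reaching or exceeding a fixed threshold, cut at about 30% in these data, passing the limit was not always enough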; also: some compounds called inactive have numbers as strong as hits
MsrA act: bovine methionine sulfoxide reductase A activation. purified bovine MsrA, absorbance read-out. activation, % at 10.6 µM. hit rate 0.3% among 360,000. AID 602163; in the data active = activation above about 7.5%;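 also: 0% = vehicle and 100% = reference activator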
An asterisk follows results filed as active; i = inactive; . = no result given; + = active, no number; & = joins results of further samples. This is a random part of the collection. Share with any hit: about 4%.

A first look, 7 compounds:
nr	Structure	PABP1 MLLE inh	Neddyl block	CendR NRP1 mod	Rin1-Abl PPI inh	MT1-MMP act inh	FAS-TE inh	eLon inh	SKN-1 inh	MsrA act
1	Cn1ncc2c(Nc3ccc4ccccc4c3)ncnc21	-5	i	2	-4	-2	-1	7	14	1
2	CC(C)Cn1c2c(c(=O)[nH]c1=O)C(NS(=O)(=O)c1ccc(Cl)cc1)(C(F)(F)F)C(=O)N2 (configuration not stated)	13	i	-8	-2	-1	-5	-4	-7	-4
3	Cn1c(SCC(=O)Nc2ncc(C(F)(F)F)cc2Cl)nnc1-c1ccc(Cl)cc1	-59	i	-10	-4	2	81*	3	11	4
4	CSc1ccccc1NC(=O)N1CCC(CO)(CC2CCCCO2)CC1 (configuration not stated)	2	i	-1	2	0	-5	7	3	-1
5	Cc1cccc(C(P(=O)(c2ccccc2)c2ccccc2)P(=O)(c2ccccc2)c2ccccc2)n1	-6	i	-3	-1	1	-9	-9	-3	-3
6	CC1(C(=O)NS(=O)(=O)c2ccc(Cl)cc2)CCN1C(=O)CC1CC1 (configuration not stated)	10	i	3	-4	0	-9	5	-2	-1
7	Cc1ccccc1-c1nnc(CN2CCN(C(=O)c3ccco3)CC2)o1	1	i	4	1	-1	-2	10	6	-12

All compounds of this part, previewed entries included:
nr	Structure	PABP1 MLLE inh	Neddyl block	CendR NRP1 mod	Rin1-Abl PPI inh	MT1-MMP act inh	FAS-TE inh	eLon inh	SKN-1 inh	MsrA act
1	Cn1ncc2c(Nc3ccc4ccccc4c3)ncnc21	-5	i	2	-4	-2	-1	7	14	1
2	CC(C)Cn1c2c(c(=O)[nH]c1=O)C(NS(=O)(=O)c1ccc(Cl)cc1)(C(F)(F)F)C(=O)N2 (configuration not stated)	13	i	-8	-2	-1	-5	-4	-7	-4
3	Cn1c(SCC(=O)Nc2ncc(C(F)(F)F)cc2Cl)nnc1-c1ccc(Cl)cc1	-59	i	-10	-4	2	81*	3	11	4
4	CSc1ccccc1NC(=O)N1CCC(CO)(CC2CCCCO2)CC1 (configuration not stated)	2	i	-1	2	0	-5	7	3	-1
5	Cc1cccc(C(P(=O)(c2ccccc2)c2ccccc2)P(=O)(c2ccccc2)c2ccccc2)n1	-6	i	-3	-1	1	-9	-9	-3	-3
6	CC1(C(=O)NS(=O)(=O)c2ccc(Cl)cc2)CCN1C(=O)CC1CC1 (configuration not stated)	10	i	3	-4	0	-9	5	-2	-1
7	Cc1ccccc1-c1nnc(CN2CCN(C(=O)c3ccco3)CC2)o1	1	i	4	1	-1	-2	10	6	-12
8	COc1ccc(C(=O)C=Cc2ccc(OCc3ccccc3)c(OC)c2)cc1OC	-3	i	-13	3	0	19	-2	9	-4
9	CCOc1nsc(OCC)n1	-7	i	-1	1	-1	-3	-5	19	-1
10	Cc1cc(C)c(NC(=O)CN(C)C(=O)C2CC(=O)N(c3cccc4ccccc34)C2)c(C)c1 (configuration not stated)	0	i	4	0	3	-4	-6	-11	-6
11	Cc1ccc(S(=O)(=O)/N=C2/NC(=O)/C(=C/c3ccccn3)S2)cc1	-3	i	-16	1	-4	-4	1	0	-8
12	COc1ccc(CN2CCC3CC2c2cc(Cl)ccc23)cc1 (configuration not stated)	-2	i	-4	-1	-1	6	1	11	3
13	COc1cccc(-c2ccc(=O)n(CC(=O)NCCN3CCOCC3)n2)c1	-5	i	1	1	5	-4	-7	1	-5
14	COc1ccc(NC(=O)CN(C)C(=O)c2ccc3c(c2)OCCO3)cc1	7	i	-7	1	1	-10	3	-1	-4
15	CC(C)CC(COCc1ccc(Cl)cc1)N1CCN(C(=O)c2cccc(C(F)(F)F)c2)CCC1=O (configuration not stated)	-13	i	5	5	4	21	10	10	3
16	CN(Cc1cccs1)c1ncnc2sccc12	11	i	2	-3	0	4	-6	-8	-2
17	COc1ccc(S(=O)(=O)O/N=C2\CCSc3ccc(C)cc32)cc1	20	i	-6	0	0	28	-4	-11	-3
18	COc1ccccc1NC(=O)Nc1ccc(S(=O)(=O)Nc2onc(C)c2C)cc1	9	i	-5	1	-2	-8	-3	-3	-4
19	Brc1cnc2nc(SC/C=C/c3ccccc3)[nH]c2c1	-35	i	3	0	0	-4	2	-2	-6
20	Cc1cc(Cl)nc(Cl)c1C(=O)NC(=O)NCCC(C)C	-13	i	-8	1	1	-14	-5	2	-7
21	Cc1cc(-c2ccc(Br)s2)nc(-n2cccc2)n1	-42	i	-53	-21	-13	5	-20	19	-2
22	COc1ccc(N(C)C(=O)Cc2c(C(=O)O)n(C)c3ccccc23)cc1	16	i	7	2	3	-5	0	-8	0
23	CCOc1ccc(CCNC(=O)COC(=O)C2CCN(S(=O)(=O)c3ccc(C)c(C)c3)CC2)cc1OCC	-14	i	14	2	7	13	-5	19	-2
24	Cc1cc(C(=O)OCC(=O)Nc2ccccc2[N+](=O)[O-])c2ccccc2n1	6	i	-8	3	7	-4	1	-2	-5
25	O=C(c1cc(=O)c2ccccc2o1)N1CCCc2ccccc21	-1	i	-2	-3	-11	-2	7	3	-4
26	O=C1COc2ccc(C(=O)NCc3ccco3)cc2N1	-6	i	-6	5	1	-8	-1	-7	-12
27	O=C(COC(=O)c1ccco1)Nc1nnc(-c2ccccc2)o1	-2	i	-5	1	.	-2	-4	-9	-11
28	O=C(NCc1ccc(F)cc1)c1noc2c1CCCCC2	-14	i	-4	-2	5	1	-4	12	-2
29	Cc1ccc(Cl)cc1NC(=O)c1ccccc1OCC(=O)Nc1ccc(Cl)cc1	-1	i	-3	1	-3	7	-6	7	-10
30	C#CCOCCOCCOCCNc1nc(N2CCN(C(=O)Cn3cc(CCCCN)nn3)CC2)nc(N2CCN(C(=O)Cn3cc(CCCN=C(N)N)nn3)CC2)n1	-1	i	-2	4	1	-11	9	10	-3
31	Cc1cnc(NC(=O)CN2CCN(c3ccccn3)CC2)s1	4	i	2	3	2	-9	-5	-23	-8
32	CCCN(CCC)Cc1cc(=O)oc2cc(C)c(Cl)cc12	2	i	-3	4	-1	16	-1	8	-11
33	Cc1ccc(CSc2cc(C)[nH]c(=O)n2)cc1	-42	i	-22	-1	-7	-2	-14	-7	-1
34	O=C(c1ccccc1)c1ccccc1C(=O)c1ccccc1	11&11	i	0&10	4&-3	-1&3	8&13	7&-9	2&29	-7&0
35	NS(=O)(=O)c1cccc(NC(=O)COC(=O)c2cc([N+](=O)[O-])ccc2N2CCCC2)c1	-12	i	6	-5	-2	27	4	10	1
36	COC(=O)C1=NNC(C(=O)c2ccco2)C1c1ccccc1 (configuration not stated)	5	i	-9	0	-5	1	-3	-4	-3
37	CC(C)OCCCNC(=O)C(Cc1ccccc1)NS(=O)(=O)c1ccc2c(c1)CCC(=O)N2 (configuration not stated)	-2	i	11	-3	-2	-7	-1	26	-2
38	CCCCc1nc(SCC(=O)Nc2cccc(Cl)c2)n[nH]1	-27	i	4	0	1	-7	-1	-3	-5
39	Cc1cc(=O)oc2cc(NC(=S)NNC(=O)c3c(Cl)cnn3C)ccc12	4	+	0	-1	-5	-1	-1	-2	0
40	CCc1ccc(OCCOCCN2CCN(C)CC2)cc1	-3	i	4	3	-5	-4	7	-2	-2
41	COc1cccc(C(=O)N(C)CC2CCN(CCc3cccc(C(F)(F)F)c3)CC2)c1	2	i	9	-2	5	-3	-16	12	1
42	CCn1c(C)c(C2=CCN(S(=O)(=O)c3ccc(C)cc3)CC2)c2ccccc21	-36	i	-97	-4	31*	3	-32	63	-3
43	O=C(c1cccc([N+](=O)[O-])c1)N1CCN(S(=O)(=O)/C=C/c2ccccc2)CC1	-50	i	1	1	1	7	-1	-15	0
44	CN(C)S(=O)(=O)c1cccc(NC(=O)COC(=O)/C=C/c2ccco2)c1	-14	i	-13	2	13	-13	-16	-8	-11
45	CCCOc1ccc(-c2nn(-c3ccccc3)cc2/C=C2\SC(=S)N(C3CCS(=O)(=O)C3)C2=O)cc1 (configuration not stated)	35	i	1	-5	-46	2	-4	8	-7
46	Cc1csc(=O)n1CC(=O)OCC(=O)NNC(=O)c1ccc([N+](=O)[O-])cc1	8	i	0	0	-2	-3	4	-16	-10
47	COc1ccc(-n2c(=S)[nH]c(=O)c3cccnc32)cc1	20	i	12	0	0	-1	-8	-4	2
48	O=C(CSc1nnc(Cc2ccccc2)o1)c1ccc(F)cc1	-35	i	-4	-2	5	2	6	-4	-7
49	CCc1ncn(CCc2ccccc2OC)c1C(C)C	.	i	-2	.	0	-12	-9	-17	-5
50	COC(=O)C1CN(C(=O)COc2ccc(Cl)cc2Cl)c2ccccc2O1 (configuration not stated)	3	i	7	-1	-3	16	-13	16	-2
51	CCOC(=O)CNC(=O)C1c2ccccc2C(=O)N(c2ccc(OC)cc2)C1c1ccc(OC)cc1 (configuration not stated)	-7	i	4	4	-1	4	-2	-26	-9
52	CC(=O)Nc1nn(CC(C)C)c2nc3ccc(C)cc3cc12	12	.	5	-5	0	-3	-3	20	-3
53	CN(CCc1ccccc1)C(=O)c1cccc(NC(=O)Cc2cccc(NC(=O)C3CCCN(C(=O)C4CCCC4)C3)c2)c1 (configuration not stated)	-4	i	7	-3	-1	-6	-3	10	-3
54	CC(Nc1nc(N2CCCCC2)nc2ccccc12)c1ccccc1 (configuration not stated)	-7	i	5	-5	-1	12	2	3	-1
55	Cc1cc(OCC(=O)Nc2ccc(S(=O)(=O)N3CCN(C)CC3)cc2)ccc1Br	3	i	-1	3	0	15	-2	-5	-4
56	C/C(=N\NC(=O)c1cc(C(C)(C)C)[nH]n1)C12CC3CC(CC(C3)C1)C2	-4	i	0	-2	4	12	-13	0	-1
57	CCOc1ccc(Cl)cc1CSc1n[nH]c(CC)n1	-2	i	7	0	5	-7	-11	25	0
58	Cc1ccc(NC2CCCN(C(=O)c3ccc4[nH]ccc4c3)C2)cc1C (configuration not stated)	1	i	0	-1	-2	0	-14	10	-2
59	CCOc1ccc(NS(=O)(=O)c2cc(C(=O)N3CC(C)OC(C)C3)ccc2C)cc1 (configuration not stated)	4	i	-6	-2	5	0	3	-3	-5
60	Cc1ccnc(NC(=O)C23CC4CC(CC(C4)C2)C3)c1	10	i	13	4	1	3	-5	2	-10
61	O=C(CCC(=O)c1ccc(F)cc1)NN1C(=O)NC2(CCCCC2)C1=O	-6	i	-10	4	-3	-3	-2	-7	-7
62	O=S(=O)([O-])CCC[n+]1c(SCCCS(=O)(=O)O)sc2ccc(Cl)cc21	26	i	7	-1	-6	-4	-5	4	3

From PubChem BioAssay
